Bioassay records deposited in PubChem by several laboratories.
TLR9-MyD88 block: inhibitors of TLR9-MyD88 association in cells, primary screen, cell-based, CHO, BLA complementation, fluorescence; Toll-like receptor 9 (Homo sapiens) + Myeloid differentiation primary response protein …; inhibition, % at 4.98 µM; 340,000 tested, 0.21% active; CCF4 FRET ratio;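 active means inhibition above the mean over all tested compounds plus 3 SD, cut at about 21% in these data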;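 further: 0% = DMSO only wells and 100% = clavulanate BLA inhibitor control wells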
Target sequence (Q99836 whole entry, looked up): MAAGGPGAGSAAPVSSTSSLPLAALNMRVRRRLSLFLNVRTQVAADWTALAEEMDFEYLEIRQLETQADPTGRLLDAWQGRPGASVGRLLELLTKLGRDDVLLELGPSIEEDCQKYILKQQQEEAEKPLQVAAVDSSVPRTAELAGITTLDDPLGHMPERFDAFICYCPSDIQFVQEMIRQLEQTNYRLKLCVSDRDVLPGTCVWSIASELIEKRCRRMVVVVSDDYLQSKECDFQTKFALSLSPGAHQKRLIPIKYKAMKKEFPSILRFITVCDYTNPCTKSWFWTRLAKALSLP
Target sequence (Q9NR96 whole entry, looked up): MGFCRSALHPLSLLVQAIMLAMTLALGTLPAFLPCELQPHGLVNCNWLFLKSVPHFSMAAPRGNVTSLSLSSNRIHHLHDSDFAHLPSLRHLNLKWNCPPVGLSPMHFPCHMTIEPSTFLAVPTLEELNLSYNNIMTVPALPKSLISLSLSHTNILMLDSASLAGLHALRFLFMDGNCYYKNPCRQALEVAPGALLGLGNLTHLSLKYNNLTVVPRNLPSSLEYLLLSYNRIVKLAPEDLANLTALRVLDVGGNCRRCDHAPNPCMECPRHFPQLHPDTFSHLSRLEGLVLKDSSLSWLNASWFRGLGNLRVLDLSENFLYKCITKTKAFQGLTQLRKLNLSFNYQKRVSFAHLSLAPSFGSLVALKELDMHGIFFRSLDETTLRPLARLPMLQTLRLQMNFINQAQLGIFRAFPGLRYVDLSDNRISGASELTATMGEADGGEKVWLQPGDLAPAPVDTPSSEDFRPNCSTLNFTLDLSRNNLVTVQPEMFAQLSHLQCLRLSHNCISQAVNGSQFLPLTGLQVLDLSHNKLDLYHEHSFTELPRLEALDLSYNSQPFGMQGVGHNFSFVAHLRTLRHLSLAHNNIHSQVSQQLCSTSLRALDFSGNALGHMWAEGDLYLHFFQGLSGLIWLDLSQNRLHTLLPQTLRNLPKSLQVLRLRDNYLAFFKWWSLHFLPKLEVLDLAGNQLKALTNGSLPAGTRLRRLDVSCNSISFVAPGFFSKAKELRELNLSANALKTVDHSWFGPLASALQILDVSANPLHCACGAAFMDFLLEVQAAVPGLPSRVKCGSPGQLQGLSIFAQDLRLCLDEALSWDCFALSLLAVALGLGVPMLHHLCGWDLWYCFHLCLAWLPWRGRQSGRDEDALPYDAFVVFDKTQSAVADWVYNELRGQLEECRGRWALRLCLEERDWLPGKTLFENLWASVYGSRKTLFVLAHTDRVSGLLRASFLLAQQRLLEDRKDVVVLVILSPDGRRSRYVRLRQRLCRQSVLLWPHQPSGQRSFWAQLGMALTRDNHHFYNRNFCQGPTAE
NCOA3 inh: SRC3 coactivator transcriptional activity inhibitors, primary screen, cell-based, luminescence | Nuclear receptor coactivator 3 (Homo sapiens), Q9Y6Q9 | HEK293 GAL4-SRC3 luciferase reporter | 360,000 tested, 0.17% active | inhibition, % at 3.6 µM | AID 588352, 2011;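 active means inhibition above a per-campaign cutoff, the mean of all compounds plus 3 SD, cut at about 60% in these data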;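 further: 0% = DMSO-treated cells and 100% = gossypol-treated cells at 36 µM; higher means less SRC3-driven luciferase light from the GAL4 reporter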
ABHD5-PLIN5 inh: ABHD5-PLIN5 interaction inhibitors, primary screen, cell lysate, split luciferase complementation, luminescence; inhibition, % at 4 µM; Perilipin-5 (Homo sapiens) + 1-acylglycerol-3-phosphate O-acyltransferase ABHD5 (Homo …; Split G. princeps luciferase complementation, 4 h; 360,000 tested, 0.78% active;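 active means inhibition above the mean inhibition across every tested compound plus 3 SD, cut at about 22% in these data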;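 further: 0% = DMSO only wells and the 100% control is not disclosed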
NOD2 RIPK2 PPI: NOD2-RIPK2 binding disruptors in cells, primary screen, fluorescence, CHO cells, BLA complementation; inhibition, % at 4.98 µM; Receptor-interacting serine/threonine-protein kinase 2 (Homo sapiens), O43353; 360,000 tested, 0.38% active; AID 624267, 2012; CCF4 ratio; in the data active means inhibition above about 21%;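 further: 0% = vehicle only and 100% = reference blocker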
NR5A2 inv ag: LRH-1 (NR5A2) inverse agonists, primary screen, cell-based, luminescence, HEK293T, StAR-luciferase reporter; LRH-1 transfected, 24 h; AID 602396, 2012; 360,000 tested, 0.13% active; Nuclear receptor subfamily 5 group A member 2 (Homo sapiens), O00482; inhibition, % at 3.6 µM;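 active means inhibition above the mean inhibition of all tested compounds plus 3 SD, cut at about 73% in these data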;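 further: 0% = DMSO wells and 100% = reporter-only cells lacking LRH-1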
COUP-TFII inh: NR2F2 transcriptional activity inhibitors, primary screen, cell-based, luciferase reporter, HEK293T, luminescence. COUP transcription factor 2 (Homo sapiens), P24468. HEK293T NGFI-A luciferase reporter. inhibition, % at 8.6 µM. 370,000 tested, 0.7% active. AID 686940, 2013;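 active means inhibition above a per-plate cutoff, mean inhibition of test wells between control levels plus 3 SD, cut at about 38% in these data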;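 further: cells cotransfected with COUP-TFII expression vector driving the NGFI-A reporter; 0% = median of COUP-TF2 test wells and 100% = reporter-only cells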
SRC1 inh: SRC1 coactivator transcriptional activity inhibitors, primary screen, cell-based, luminescence | HEK293 GAL4-SRC1 luciferase reporter | AID 588354, 2011 | Nuclear receptor coactivator 1 (Homo sapiens), Q15788 | 360,000 tested, 0.12% active | inhibition, % at 3.6 µM;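 active means inhibition above the campaign mean plus 3 SD, with each screening campaign given its own cutoff, cut at about 60% in these data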;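 further: 0% = DMSO treated cells and 100% = gossypol at 36 µM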
TROY signal inh: inhibitors of TROY-driven NF-kB signaling, primary screen, Q293 LMP1-TROYcd cells, NF-kB luciferase, uHTS; Q293 LMP1-TROYcd NF-kB luciferase reporter, 4 h; inhibition, % at 10 µM; 360,000 tested, 0.98% active; AID 1347056, 2019;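 active means compounds whose plate-normalised and pattern-corrected inhibition of the luciferase reporter signal at the single screening dose is 50% or more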
TWEAK-Fn14 inh: inhibitors of TWEAK-Fn14 signaling, primary screen, luciferase reporter cells, uHTS | AID 1159606, 2016 | inhibition, % at 10 µM | TWEAK-stimulated Fn14 reporter cells, luciferase luminescence, 8 h | 360,000 tested, 2% active; in the data active means inhibition above about 50%
Exocytosis inh: LAMP-1 surface exposure blockers, TALL-104 cells – cell-based, flow cytometry, MLPCN library, primary screen. TALL-104 LAMP-1 surface exposure; cells stimulated with thapsigargin and PMA. inhibition, % at 10 µM. 360,000 tested, 0.66% active. AID 651702, 2012;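 active means inhibition above about 55%, limit read from the data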
NCOA2 inhibitor: inhibition of GAL4-SRC2 driven luciferase reporter, primary screen, SRC2 inhibitor project, cell-based, luminescence; Nuclear receptor coactivator 2 (Homo sapiens), Q15596; HEK293 GAL4-SRC2 luciferase reporter; inhibition, % at 9 µM; 370,000 tested, 0.17% active; AID 651957, 2012;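 active means inhibition above the mean inhibition of all tested compounds plus 3 SD, set per campaign, cut at about 52% in these data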;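 further: 0% = DMSO treated cells and 100% = cells given Gossypol at 36 µM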
The depositor's hits bear a star; nt = not tested or not shown. This is a subset. The share of hits here may be higher or lower than overall.

cpd	SMILES	TLR9-MyD88 block	NCOA3 inh	ABHD5-PLIN5 inh	NOD2 RIPK2 PPI	NR5A2 inv ag	COUP-TFII inh	SRC1 inh	TROY signal inh	TWEAK-Fn14 inh	Exocytosis inh	NCOA2 inhibitor
1	CC(=O)Oc1ccc2c(=O)c(-c3ccccc3)coc2c1	8	-83	4	12	-75	-10	-52	-45	-32	2	-51
2	O=C(Nc1cccc(C(F)(F)F)c1)C(Sc1cccc[n+]1[O-])c1ccccc1 (stereo unspecified)	-12	31	-6	-11	1	24	5	-2	1	-2	13
3	Cc1c(CCC(=O)O)c(=O)oc2cc3occ(-c4ccc(Cl)cc4)c3cc12	3	16	11	8	7	-18	1	9	-4	-6	-17
4	O=C(CN1CCCC1)Nc1ccccc1C(=O)c1ccccc1	3	14	0	-6	0	-5	-7	-3	1	2	-16
5	Nc1nccc(SCc2ccc(Cl)cc2Cl)n1	7	-5	-5	3	31	10	8	18	57*	0	-4
6	Cc1ccc(S(=O)(=O)NCC(=O)OCC(=O)Nc2ccccc2OC(F)F)cc1	-10	-1	1	-1	11	-7	-3	9	9	-1	-4
7	Cc1ccccc1NC(=O)Cn1nc(-c2ccc(Cl)s2)ccc1=O	-5	-9	6	-16	16	-19	12	-10	-2	-1	-1
8	COc1cc(OC)cc(C(=O)Nc2ccccc2C(=O)NC2CC2)c1	-2	-8	-2	-4	5	-10	-14	29	18	-2	7
9	Cc1ccc(N2C(=O)CC(N3CCN/C3=C3\CC/C(=C\c4ccccc4)C3=O)C2=O)cc1 (stereo unspecified)	-2	15	14	-3	1	-23	16	-13	-24	16	-18
10	O=C(NCCCc1ccccc1)C(=O)NCC1OCCN1S(=O)(=O)c1cc(F)ccc1F (stereo unspecified)	-4	-10	-2	-2	4	8	-7	0	-7	-2	10
11	CCN(CC)CCCNC(=O)c1csc(Nc2cccc3ccccc23)n1	3	-13	-1	-4	-19	2	1	-12	-10	46	-18
12	COc1ccc(N2CCN(C(=O)COC(=O)c3oc4ccccc4c3C)CC2)cc1	14	14	8	9	1	0	3	8	3	2	-20
13	O=[N+]([O-])c1cccc(C(=Nc2ccccc2)NO)c1	3	-13	3	-1	-13	6	-24	-25	-18	-2	-23
14	CN(C)c1ccc(/C=C/C(=O)c2ccccc2O)cc1	6	-78	-1	0	-63	-21	-95	50*	58*	7	-53
15	COc1ccc(NC(=O)CCNS(=O)(=O)c2ccc3c(c2)CC(C)N3C(C)=O)cc1 (stereo unspecified)	-3	11	1	-1	-9	-12	0	-2	4	-1	31
16	O=C(Oc1ccccc1N1C(=O)C2CCCCC2C1=O)c1ccccc1F (stereo unspecified)	-4	-3	5	-4	23	-7	-66	-29	-1	-2	13
17	c1ccc2[nH]c(NC3=NCCC3)nc2c1	-5	10	2	-1	-2	-17	-36	-9	9	-3	-4
18	Cc1ccc2nc(C)c(C(=O)N/N=C/c3ccco3)cc2c1	0	3	2	2	-2	-14	6	-2	-9	-4	-2
19	CCCc1nn(C)c(C(=O)Nc2ccc(Cl)cc2)c1Cl	2	-22	-7	5	-15	-26	-7	-36	-9	-3	-26
20	Cc1cc2c(cc1S(=O)(=O)CCC(=O)NC1CCC(C)CC1)OCC(=O)N2 (stereo unspecified)	-8	-10	-14	-12	-3	-9	-7	0	-2	-2	1
21	Cc1ccc(NC(=O)CSc2nnc(CNC(=O)c3ccco3)n2C)c(C)c1	2	10	3	-3	50	-13	-9	-1	-6	-11	-13
22	CCCn1nc(Oc2nc(NCC)nc(NC(C)C)n2)ccc1=O	0	13	0	-4	4	-47	-7	-11	2	2	-32
23	CCc1ccc([C@H]2C(C(=O)O)=C[C@@H](C(C)(C)C)N2S(=O)(=O)c2ccc(C)cc2)cc1	-3	11	4	-11	16	-18	13	10	-13	0	-7
24	C/C(=N\NC(=O)C(c1ccncc1)N1CCOCC1)c1ccc(Br)cc1 (stereo unspecified)	-3	13	1	-7	7	-9	14	-11	-2	-3	-7
25	CC12CCC(=O)N1C(C(=O)NCc1ccccc1F)CS2 (stereo unspecified)	-13	11	7	-12	13	-10	-3	-5	-16	0	12
26	COc1ccc(NC(=O)c2cccnc2SC)cc1OC	-9	7	-1	-10	2	5	-4	-9	-12	2	1
27	Cc1noc(C)c1-c1ccc(C(=O)Nc2cccc(NS(C)(=O)=O)c2)c2occc12	nt	2	4	-1	8	-104	-7	-13	28	-2	-61
28	Cn1c(N)c(C(=O)CSc2nc(C3CC3)n(-c3ccccc3)n2)c(=O)n(C)c1=O	-4	-5	-5	-6	12	12	-13	-10	13	1	20
29	CCCn1cc(CN2CCCC(C(=O)c3ccc4c(c3)OCO4)C2)c(C)n1 (stereo unspecified)	-1	31	0	-8	12	-6	-22	-7	5	-5	-2
30	CC1CCN(CCCNC(=O)c2cn(C)c3ccc(S(=O)(=O)N4CCCC4)cc3c2=O)CC1	3	3	5	-3	8	-19	-170	3	-7	-2	-19
31	CCOC(=O)c1cnn2c1[nH]c(=O)c1ccccc12	-2	11	5	2	0	2	-4	-13	5	-3	1
32	CCn1c(OC)nc2c1c(=O)n(C)c(=O)n2C	-2	-1	-2	-6	11	2	11	5	5	-8	-4
33	N#C/C(=C(/O)COC(=O)COc1cccc(Br)c1)c1nc2ccccc2[nH]1	3	-12	-8	-4	-17	15	-5	-13	-1	-2	25
34	CCOC(=O)CC(=O)CSc1nnc(Cn2c(=O)sc3ccccc32)n1C	-2	0	-4	5	15	3	-2	16	14	-10	-21
35	COc1cc(/C=N/NC(=O)c2nnn(-c3nonc3N)c2-c2cccs2)ccc1O	14	1	14	-2	5	-9	-17	4	1	1	-24
36	C=CCn1c(O)c(CN2CCCCC2)c(C)c(C#N)c1=O	-1	0	-15	-1	6	4	-2	-12	13	0	1
37	O=S1(=O)C[C@H](N2CCC[C@@H]2CO)[C@@H](COCc2ccccc2)N1	nt	-2	0	-5	-5	8	2	8	-4	1	15
38	COCCn1nnnc1C(c1ccc(C)cc1)N1CCN(Cc2ccc3c(c2)OCO3)CC1 (stereo unspecified)	-11	4	0	0	6	-19	-17	-8	0	0	-14
39	O=C(COC(=O)C1CCN(c2ccc(C(F)(F)F)cn2)CC1)NC1CCCCC1	-2	-8	-5	4	-32	5	-9	9	-20	4	3
40	O=C(c1cccs1)N1CCOCC1	-6	4	-4	-1	2	2	5	23	0	7	6
41	CCc1nnc(NC(=O)CCC(=O)N2CCC(Cc3ccccc3)CC2)s1	-9	-21	3	-3	-19	2	-4	23	-10	0	8
42	COc1ccc(C2C=C(c3ccc(Br)cc3)Nc3nc(N4C(=O)CCC4=O)nn32)cc1 (stereo unspecified)	3	-31	0	19	12	0	7	-21	2	-1	-39
43	O=C(NCc1cccc(Cl)c1)c1cnccn1	2	18	-6	-10	9	-13	-53	14	0	-2	7
44	C#CCOC(=O)CCCC(=O)NCCCCCCCC	-5	3	11	-31	15	0	24	-11	-12	6	-3
45	Cc1nc(N)[nH]c(=O)c1CCC(=O)OCC(C)C	-9	12	3	1	-13	3	6	-12	10	0	-8
46	CCOC(=O)C1=CCN(S(=O)(=O)c2ccccc2Br)C1c1cccc(Cl)c1 (stereo unspecified)	nt	4	3	1	5	13	10	-3	12	3	2
47	COC(=O)Cn1c(=O)n(CCc2ccccc2)c(=O)c2c3c(sc21)CCCC3	-17	7	-8	10	3	-10	-4	-6	12	0	-7
48	O=C(CCc1ccccc1)Nc1ccc2c(c1)C(=O)OC2	0	-6	-2	-8	-20	nt	-11	-14	15	0	nt
49	Nc1ncn([C@H]2C[C@H](O)[C@@H](CO)O2)c(=O)n1	-7	-94	2	0	-13	-8	-109	-13	-45	-1	-59
50	N#C/C(=C/c1ccc(Sc2nc3ccccc3[nH]2)o1)c1cccc(Br)c1	-2	10	3	9	1	-3	-17	68*	39	7	24
51	CC(C)Sc1nc2[nH]ncc2c(=O)[nH]1	3	-8	-1	-5	5	-7	7	-33	1	17	-14
52	Cc1cc(C(=O)COC(=O)Cc2n[nH]c(=O)c3ccccc23)c(C)n1CC(F)(F)F	-3	3	5	14	-11	-9	-12	25	-5	-1	-27
53	CC1(C(=O)NS(=O)(=O)c2ccc(C#N)cc2)CCN1C(=O)c1ccc(C2CCCCC2)cc1 (stereo unspecified)	nt	8	0	2	13	9	-1	-21	24	2	-4
54	CC(C)CC(=O)NS(=O)(=O)c1ccc(NS(C)(=O)=O)cc1	-11	4	10	-3	9	-13	-15	-5	16	-5	-1
55	COCCNC(=O)C1CC2Cn3c(nc4cc(C)c(C)cc43)C2N1C (stereo unspecified)	0	-18	5	-4	3	-6	3	-12	-6	12	-27
56	CCc1nc(N[C@H](C(=O)O)C(C)CC)c2oc3ccccc3c2n1 (stereo partly specified)	-11	-26	1	-11	4	15	5	nt	8	-1	-1
57	CCN(CC)C(=S)SCC(=O)NC12CC3CC(CC(C3)C1)C2	10	5	-3	1	-11	4	-4	-8	18	-2	10
58	CC(C)N1CC(C(=O)Nc2ccc(Br)c(Cl)c2)CC1=O (stereo unspecified)	-1	-2	2	8	-2	-7	4	-22	6	2	11
59	Cc1cc(C)n2nc(CNS(=O)(=O)c3ccc(C)c(C)c3)nc2n1	-4	14	-3	7	10	9	-2	12	16	3	-6
60	O=C(N/N=C/c1ccccc1OC(F)F)C1=COCCO1	10	-10	-5	-5	-56	-54	-19	-4	-17	-1	-15

Following part:
cpd	SMILES	TLR9-MyD88 block	NCOA3 inh	ABHD5-PLIN5 inh	NOD2 RIPK2 PPI	NR5A2 inv ag	COUP-TFII inh	SRC1 inh	TROY signal inh	TWEAK-Fn14 inh	Exocytosis inh	NCOA2 inhibitor
61	COc1ccc(CNC(=O)C(Cc2ccccc2)n2cccc2)cc1 (stereo unspecified)	0	15	-1	1	-4	24	-1	9	-7	40	22
62	Cc1cccc(C(=O)C2CCOC(C)(C)C2)c1 (stereo unspecified)	0	18	1	-3	-9	-18	-26	8	-7	0	-22
63	CCCn1c(SCC(=O)c2cc(C)n(-c3ccc4c(c3)OCO4)c2C)n[nH]c1=O	-6	19	0	3	14	30	4	2	41	-2	12
64	CCN(CC)CCOc1ccc2nc(N(C)C)sc2c1	0	-15	2	-4	12	9	1	-2	-10	2	-5
65	CCCCN(C1CCS(=O)(=O)C1)S(=O)(=O)c1cccs1 (stereo unspecified)	-5	3	-4	-4	-3	3	-1	-17	3	-3	9
